Screens: PubChem, National Center for Advancing Translational Sciences (NCATS)
aSyn yeast inh – qHTS of alpha-syn Inhibitors; Potency, µM (highest dose often 46.1 µM), without a hit: top-dose growth rescue (activation), hits mostly activators; actives 0.14% (n = 370,000); Yeast expressing alpha-synuclein, growth rescue, BacTiter-Glo, 24 h; further: potency means the concentration at half of the fitted maximal effect; % of control where 0% means no effect; nearly all actives have a fitted effect of over 65% in size
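Screening used galactose-induced yeast with toxic alpha-synuclein levels, exposed to compound for 24 hr at 30 deg C. Cell growth, read with BacTiter-Glo luminescence, gave the measured signal.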
GLP-1R inv ag – qHTS of GLP-1 Receptor Inverse Agonists (Inhibition Mode); Glucagon-like peptide 1 receptor (Homo sapiens), P43220; HEK293 GLP-1R CRE-luciferase, luminescence, 24 h; GLP-1R form is constitutively active; Potency, µM (top dose mostly 38.3 µM), for the others: top-dose activity change, negative = inhibition, usual class: inhibitors; actives 1.6% (n = 410,000); AID 624417, 2012; further: potency means the concentration at half of the fitted maximal effect; on the % scale 0 is the no-effect control and ±100 the full control effect; nearly all actives have a fitted effect of over 55% in size
Target sequence (P43220 whole entry, looked up): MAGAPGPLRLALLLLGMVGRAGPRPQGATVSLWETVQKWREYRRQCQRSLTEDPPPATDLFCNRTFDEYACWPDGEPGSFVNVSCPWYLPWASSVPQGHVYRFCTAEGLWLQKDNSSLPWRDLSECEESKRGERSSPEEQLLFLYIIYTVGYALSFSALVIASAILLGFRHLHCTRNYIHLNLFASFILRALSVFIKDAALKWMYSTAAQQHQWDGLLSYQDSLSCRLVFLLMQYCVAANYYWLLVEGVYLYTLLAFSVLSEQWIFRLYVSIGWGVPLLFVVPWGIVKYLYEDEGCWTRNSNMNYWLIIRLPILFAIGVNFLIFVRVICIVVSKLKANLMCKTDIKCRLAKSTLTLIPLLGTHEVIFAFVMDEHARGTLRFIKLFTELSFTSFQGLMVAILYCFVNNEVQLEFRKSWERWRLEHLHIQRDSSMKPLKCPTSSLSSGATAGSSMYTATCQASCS
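HEK293 cells stably co-expressing a cAMP-responsive luciferase reporter and constitutively active GLP-1R were seeded, incubated 12 h, then exposed to compounds for 24 h at 37 C. Luminescence was read 12 min after detection reagent; inverse agonists lower signal.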
PTHR1 ag – qHTS for PTHR1 Agonists: Primary Screen; Parathyroid hormone/parathyroid hormone-related peptide receptor (Homo sapiens), Q03431; Potency, µM (top dose mostly 115 µM), for inactives: top-dose activation, most hits filed as activators; HEK293 GP2 PTHR1 cells, GloSensor cAMP luminescence, 1 h; actives 0.075% (n = 410,000); further: potency means the concentration at half of the fitted maximal effect; nearly all actives have a fitted effect of over 55% in size; some results filed as inactive show a strong effect at the top dose; inactives centre near -15; many of its hits are not listed in these tables
Target sequence (Q03431 whole entry, looked up): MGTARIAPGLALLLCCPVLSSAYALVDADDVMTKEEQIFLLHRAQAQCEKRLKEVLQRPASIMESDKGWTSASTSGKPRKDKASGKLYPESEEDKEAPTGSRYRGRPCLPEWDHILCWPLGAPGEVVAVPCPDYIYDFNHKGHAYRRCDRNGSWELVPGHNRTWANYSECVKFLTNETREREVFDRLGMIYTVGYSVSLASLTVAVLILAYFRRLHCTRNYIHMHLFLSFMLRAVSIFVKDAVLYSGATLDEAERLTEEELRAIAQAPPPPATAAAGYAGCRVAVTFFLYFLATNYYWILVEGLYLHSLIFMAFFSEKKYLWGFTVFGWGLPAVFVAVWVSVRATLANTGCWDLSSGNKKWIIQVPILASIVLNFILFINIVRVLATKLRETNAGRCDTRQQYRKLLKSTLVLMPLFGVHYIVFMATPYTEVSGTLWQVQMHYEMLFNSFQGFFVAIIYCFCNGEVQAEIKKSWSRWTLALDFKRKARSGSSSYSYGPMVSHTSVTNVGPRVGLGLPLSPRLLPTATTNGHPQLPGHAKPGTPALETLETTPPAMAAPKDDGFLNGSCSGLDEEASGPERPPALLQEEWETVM
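HEK-293-derived GP2 cells expressing PTHR1 and a GloSensor cAMP reporter, 3,000/well, plated overnight, given luciferin plus IBMX (each 0.5 mM as added) for 1 h at 37 °C, then compound for 1 h at 37 °C. Luminescence was read after 15 min at room temperature.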
Akt phos inh – HTS Assay for Inhibitors of Akt Phophorylation: Primary Screen; Neuro2A IGF-stimulated pAkt S473 HTRF, 20 min; active compounds read low; activity change, % for hits at 50 µM; actives 0.32% (n = 360,000); in the data active means activity change below about -80%; inconclusive means mostly about -51% to -80%; further: on the % scale 0 is the no-effect control and ±100 the full control effect
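Single-point screen (50 µM final compound) in Neuro2A cells stimulated 20 min with 6 nM IGF at 37 deg C. After lysis, Ser473-phosphorylated Akt read by HTRF (ex 330 nm, em 615/665 nm) as the 665/615 ratio.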
FUS yeast rescue – qHTS for Suppressors of FUS Proteinopathy: Primary screen using FUS-linked yeast assay. S. cerevisiae FUS-expressing, growth rescue, OD600, 24 h. Potency, µM (titrated, usually from 76.6 µM), without a hit: at the highest dose growth rescue (activation), actives largely listed as activators. actives 0.24% (n = 390,000);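 further: potency means the concentration at half of the fitted maximal effect; plate controls were DMSO vehicle for no effect and reference control for full effect; nearly all actives have a fitted effect of over 55% in size; some results filed as inactive show a strong effect at the top dose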
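Cultures pregrown in 2.5% raffinose medium are shifted to minimal medium containing 2% galactose to express toxic FUS. Compounds are tested at several concentrations. After 24hr at 30C, growth is quantified at 600 nm absorbance.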
HEK293 tox – qHTS of GLP-1 Receptor Inverse Agonists: Cytotox Screen; Potency, µM (highest dose often 38.3 µM), inactives show at the highest dose activity change, negative = inhibition, most hits filed as inhibitors; HEK293 cAMP-luciferase reporter cells, luminescence, 24 h; actives 0.13% (n = 410,000);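 further: loss of luciferase light is scored as toxicity; potency means the concentration at half of the fitted maximal effect; on the % scale 0 is the no-effect control and ±100 the full control effect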
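A 23 nL compound transfer followed 12 hours of cell culture at 37 deg C; exposure then lasted 24 hr. Luciferase assay detection reagent was dispensed and plates read for luminescence after a 12 min room-temperature wait.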
Mm-Cpn inhibitor – Inhibitors of TCP-1 ring complex (TRiC) of Methanococcus maripaludis (MmCpn): qHTS; Chaperonin Mm-Cpn (Methanococcus maripaludis); purified Mm-Cpn ATPase, ADP Transcreener TR-FRET; Potency, µM (titrated, usually from 76.9 µM), for inactives: top-dose activity, negative = inhibition, most hits filed as inhibitors; actives 0.031% (n = 330,000); AID 504842, 2011; further: potency means the concentration at half of the fitted maximal effect; on the % scale 0 is the no-effect control and ±100 the full control effect; nearly all actives have a fitted effect of over 80% in size
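Measured: ADP formation by purified Mm-CPN. Conditions: 25 nM protein, 10 uM ATP, Tris pH 7.4 with Mg2+, K+ and DTT, 37°C for 30 min. Detection: Transcreener HTRF after 30 min at room temperature.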
Abeta yeast res – qHTS for compounds that reverse cellular toxicity of Amyloid beta (A-beta) peptide in yeast: Primary Screen. AID 1347071, 2019. actives 0.063% (n = 410,000). yeast expressing A-beta42, growth rescue, OD600, 48 h; response scale: 0% DMSO, 100% iron-clioquinol control. Potency, µM (doses to about 46.1 µM), inactives show at the highest dose growth rescue, hits mostly activators; further: potency means the concentration at half of the fitted maximal effect; nearly all actives have a fitted effect of over 55% in size
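Yeast growth medium received pinned compounds, then yeast cells expressing toxic A-beta were added; plates incubated at 30 C for 48 hr. Growth read as absorbance at 600 nm, normalized to DMSO and equimolar FeCl3 plus clioquinol controls.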
TDP43 rescue – qHTS of TDP-43 Inhibitors. TDP-43 expressing yeast growth rescue, BacTiter-Glo, 24 h. Potency, µM (series often up to 46.1 µM), without a hit: at the highest dose growth rescue (activation), hits mostly activators. actives 1.8% (n = 410,000). AID 652104, 2013; further: potency means the concentration at half of the fitted maximal effect; % of control where 0% means no effect; nearly all actives have a fitted effect of over 50% in size
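Readout is BacTiter-Glo luminescence of cell growth, so inhibitors register as activators. TDP-43-expressing yeast at OD600=0.02 in galactose medium, after raffinose pregrowth to mid-log, were incubated with compound for 24 hr at 30 deg C.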
* = called active by the depositor; i = inactive; u = inconclusive; x = not tested or not shown; & = joins results of further samples; [ ] = another dose, or the depositor's remark. Unless noted, the call rests on the fitted dose curve; in most records, active means well fitted curve in the direction sought with a large enough effect; inconclusive means small, poorly fitted or top-dose-only effect, or another doubt; inactive means no such curve, though single readings can be large; an effect the other way counts as inactive or inconclusive. An excerpt; the hit share may differ from the screen's.

SMILES | aSyn yeast inh | GLP-1R inv ag | PTHR1 ag | Akt phos inh | FUS yeast rescue | HEK293 tox | Mm-Cpn inhibitor | Abeta yeast res | TDP43 rescue
CCCc1ccc(Oc2cc(NN3CCCCC3)c([N+](=O)[O-])cc2[N+](=O)[O-])cc1 | 4.3% | 9.2% | 0.3% | i | -42.6% | 14.8% | 1.0% | -3.9% | -6.9%
CCOc1ccc(N=c2scc(-c3ccccc3)n2CCO)cc1 | -2.7% | -0.1% | -24.0% | i | -4.5% | -4.7% | -1.0% | -4.1% | -5.3%
CN1CCCN(c2cc(-c3ccc4ccccc4c3)nc3ccnn23)CC1 | u | 1.6% | i | i | -6.4% | 2.5% | x | -22.2% | -12.2%
Cc1ccc(S(=O)(=O)CCC(=O)OCC(=O)NC(C)c2ccccc2)cc1 (stereo not given) | 0.3% | -19.7% | i | i | -8.4% | 2.1% | 1.4% | -17.3% | -2.5%
Cc1cc(C)c(Cn2c3ccccc3c3cnn(CC(=O)N4CCCCCC4)c(=O)c32)c(C)c1 | x | -17.1% | i | x | -25.0% | -4.9% | x | 10.8% | 18.0%[9.22 µM]
Cn1cnnc1SCCNS(=O)(=O)c1ccccc1 | 5.4% | 11.1% | i | x | -1.3% | 7.4% | 0.6% | 4.5% | 5.1%
COCCCNC(=O)C1CCN(Cc2cc3ccccc3n2Cc2cccc(Cl)c2)CC1 | x | u | i | x | -3.9% | -1.8% | x | -10.7% | 15.6%
CCOc1ccc(CNC(=O)CCS(=O)(=O)c2cc3c(cc2Cl)NC(=O)CO3)cc1OC | x | 10.6% | -18.0% | x | 4.6% | -17.3% | x | -2.5% | 7.4%
O=C(Nc1ccc(NC(=O)c2cc3ccccc3o2)cc1)c1ccco1 | -0.3% | -8.9% | -8.0% | i | -2.7% | -27.6% | -7.0% | -15.8% | -10.1%
Cc1cccc(C)c1OCCn1c(C2CC(=O)N(c3cccc(Cl)c3)C2)nc2ccccc21 (stereo not given) | x | -19.0% | i | x | 18.2% | 12.6% | x | -0.8% | -1.6%
CN1C(=O)C2(C(C#N)=C(N)N(c3ccc(Cl)cc3)C3=C2C(=O)CC(C)(C)C3)c2ccccc21 (stereo not given) | 1.3% | -10.6% | -1.3%[57.5 µM] | i | 31.7% | 10.8% | 2.6% | 2.3% | -4.4%
CCN(C(=O)CSc1nnc(C)n2c1cc1occc12)c1ccccc1 | x | -5.2% | -84.6%[inhibitor] | x | 22.4% | -10.7% | x | -13.6% | 0.0%
O=C(NCC(c1cccs1)N1CCOCC1)c1cc(F)cc(F)c1 (stereo not given) | u | u | -8.3% | i | -27.4% | -21.1% | x | 6.7% | -2.6%
CC(C)C(=O)Nc1ccc(C(=O)NNC(=S)NC(=O)c2ccccc2[N+](=O)[O-])cc1 | -9.7% | 15.9% | -21.5% | i | u | 4.3% | -4.1% | 4.5% | 1.0%
CC1=C(C(=O)N2CCN(c3cccc(C)c3C)CC2)C2(CCCCC2)OC1=O | x | -0.8% | -33.0% | x | 17.7% | -4.1% | x | 8.2% | u
Oc1c(Br)cc(Br)cc1C=Nc1ccc2c(c1)OCO2 | -15.6% | -7.3% | -23.0% | i | x | 19.6% | -3.2% | 1.7% | -21.0%
CCOc1ccc(-n2c(SCC(=O)Nc3cc(C(=O)O)ccc3Cl)nc3ccccc3c2=O)cc1 | 4.9% | 6.3% | i | i | 11.1% | -10.7% | 1.7% | -1.3% | 4.4%
CN(/N=C/c1ccc(O)cc1O)c1nc(-c2ccccc2)cc(-c2ccccc2)n1 | 26.5% | u | i | i | u | u | 0.1% | 6.0% | -13.5%
CC1(C)Cc2c(cnn2-c2ccc(F)cc2)C(NC(=O)C(C)(C)O)C1 (stereo not given) | 0.0% | 8.5% | i | i | 4.9% | 7.5% | -4.8% | 14.6% | 5.8%
Cc1ccc(NS(=O)(=O)c2c(C)[nH]c(C)c2C(=O)N2CCCCC2)c(Cl)c1 | 0.1% | -22.9% | i | i | -1.7% | -8.9% | -2.7% | 12.3% | 5.5%
COc1ccc(S(=O)(=O)N2CCN(c3ncccn3)CC2)cc1[N+](=O)[O-] | 0.0% | 18.9% | 27.2% | i | 24.5% | 3.2% | 1.3% | -6.8% | -17.9%
CCN(Cc1ccccc1)C(=O)c1cc2c(=O)oc3ccc(C)cc3c2s1 | 11.4% | 8.6%&-15.4% | -19.6% | i | 24.1%&-4.2% | 3.9%&-0.9% | u | -4.7%&16.4% | 6.7%&21.5%
CC(=O)c1cccc(NC(=O)C2COc3ccccc3O2)c1 (stereo not given) | -1.9% | 14.1% | -44.7%[inhibitor] | i | -10.2% | -0.1% | 0.9% | -2.1% | 0.0%
COc1cccc(CNCCSc2nnnn2C)c1OCc1ccc(F)cc1 | x | -24.9% | i | x | 2.8% | 1.9% | x | 10.2% | 9.8%
COc1ccccc1Nc1ccc(N)cc1 | -9.9% | -14.2% | -13.3% | i | 34.6% | u | -7.1% | -30.6% | -24.2%
COCCNC(=O)c1ccc(CN2CCC(Cc3ccccc3)CC2)cc1 | 0.0% | -18.0% | i | i | 9.7% | 19.7% | 2.3% | 1.4% | 8.4%
Cc1ccc(-c2csc(NCCn3c(-c4ccncc4)nc4ccccc43)n2)cc1 | -1.9% | -19.5% | -17.5% | i | -7.8% | -0.6% | 0.7% | -3.0% | 16.5%
COc1cc(C)c(Cl)cc1S(=O)(=O)N1CCCC1 | 9.0% | -9.0% | i | i | -21.4% | -0.8% | 0.0% | 13.8% | 6.2%
CCOc1ccc(C2CC(=O)c3c([nH]c(C(=O)OCc4ccccc4)c3C)C2)cc1 (stereo not given) | x | 16.0% | u | x | 1.7% | 1.0% | x | -18.1% | 13.5%
COc1ccccc1OCc1ccc(C(=O)Nc2ccccc2F)cc1 | 1.1% | 2.2% | -4.8% | i | -19.5% | -13.2% | -3.0% | -17.2% | 8.9%
Fc1cc(F)c2nc(Nc3nc4c(F)cccc4s3)sc2c1 | 0.4% | -38.1% | -38.6%[inhibitor] | i | x | u | -4.5% | 10.6% | 4.1%
CCC(C)[C@H](NC(=O)N1CC(=O)Nc2ccccc21)C(=O)N1CCC[C@H]1C(=O)O (stereo not given in full) | 0.2% | -14.3% | 1.0% | i | -34.0% | -3.5% | 3.5% | -24.6% | -14.8%
CCn1c(C(=O)O)c(CC(=O)N(C)c2ccc(OC)cc2OC)c2ccccc21 | -2.5% | 0.5% | -3.5% | i | 1.0% | 9.0% | -0.9% | 7.7% | 7.1%
O=C(Nc1ccncc1)c1cc(F)cc(F)c1 | u | 6.4% | -12.7%[57.5 µM] | i | 7.7% | 16.6% | -0.3% | -6.6% | 2.1%
Cc1ccc(C(=O)OCC(=O)Nc2ccc(Cl)cn2)cc1S(=O)(=O)N1CCOCC1 | 0.4% | 11.3% | -42.4% | i | -2.5% | 9.9% | 1.9% | -6.9% | 6.9%
CCC(Sc1nc(N)c(NC(=O)c2ccc(OC)c(OC)c2)c(=O)[nH]1)C(=O)OC (stereo not given) | -2.7% | -0.7% | i | i | -2.2% | 3.9% | -0.1% | 3.6% | 0.6%
CN1CCN(C(=O)C2=NOC3(C2)C(=O)Nc2ccccc23)CC1 (stereo not given) | -6.1% | 28.5% | -5.6% | i | -20.1% | 6.5% | x | -15.1% | -24.5%
Oc1ccc(N=Cc2cc(Br)c(N3CCOCC3)o2)cc1 | 3.9% | -63.1% | i | i | x | -60.2% | -4.6% | -6.5% | -19.8%
CC1=C(C(=O)Nc2ccccc2)C(c2ccc(N(C)C)cc2)NC(=O)N1 (stereo not given) | 4.4% | 43.0%[activator] | i | i | 21.6% | -8.7% | 1.7% | 11.9% | 9.7%
O=C1Nc2ccccc2SC(c2ccccc2)C1O (stereo not given) | -9.2% | 8.7% | -20.3% | i | x | 16.3% | -2.0% | 23.4% | 1.6%
Oc1ccccc1C1=NN(c2ccccc2)C(c2ccccc2)C1 (stereo not given) | -76.7%[inhibitor] | u | -37.3%[inhibitor] | i | u | 223.5%[activator] | -11.3% | -82.5%[inhibitor] | -94.3%[inhibitor]
COc1ccc(C2C(C(N)=O)=C(C)Nc3nc(SCc4ccccc4Cl)nn32)cc1OC (stereo not given) | x | 14.0% | u | x | u | -8.9% | x | -22.8% | -17.1%

A second format for part of the listing above:
Sequence of screens: aSyn yeast inh	GLP-1R inv ag	PTHR1 ag	Akt phos inh	FUS yeast rescue	HEK293 tox	Mm-Cpn inhibitor	Abeta yeast res	TDP43 rescue
CC1=C(C(=O)Nc2ccccc2)C(c2ccc(N(C)C)cc2)NC(=O)N1 (stereo not given)
 : 4.4%	43.0%[activator]	i	i	21.6%	-8.7%	1.7%	11.9%	9.7%
O=C1Nc2ccccc2SC(c2ccccc2)C1O (stereo not given)
 : -9.2%	8.7%	-20.3%	i	x	16.3%	-2.0%	23.4%	1.6%
